Screens deposited in PubChem BioAssay by National Center for Advancing Translational Sciences (NCATS).
D2 potentiator: positive allosteric modulators of human D2 dopamine receptor. 0.34% of 340,000 active. P14416. potentiation, % at 10 µM. AID 485347. HEK293 T-REx D2, calcium flux, EC20 dopamine potentiation;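 active = potentiation over 3 SD above the plate norm, cut at about 30% in these data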; note: 0% is about no effect
Target sequence (P14416 whole entry, looked up): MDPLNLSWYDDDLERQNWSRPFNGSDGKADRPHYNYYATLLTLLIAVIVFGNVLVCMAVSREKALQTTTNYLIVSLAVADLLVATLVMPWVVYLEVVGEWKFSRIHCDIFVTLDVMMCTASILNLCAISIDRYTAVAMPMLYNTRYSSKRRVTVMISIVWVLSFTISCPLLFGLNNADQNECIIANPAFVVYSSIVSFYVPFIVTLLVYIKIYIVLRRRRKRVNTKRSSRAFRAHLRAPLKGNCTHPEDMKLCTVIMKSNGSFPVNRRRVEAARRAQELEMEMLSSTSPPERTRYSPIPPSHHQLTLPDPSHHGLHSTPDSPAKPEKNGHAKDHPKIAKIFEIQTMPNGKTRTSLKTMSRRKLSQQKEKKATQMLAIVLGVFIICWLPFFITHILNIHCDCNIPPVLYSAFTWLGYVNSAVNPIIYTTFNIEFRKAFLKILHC
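Tetracycline-induced Hek293 Trex D2 cells, force-coupled to calcium, loaded with no-wash calcium dye. Compound added with 180 s kinetic read for agonism, then EC20 dopamine and a further 180 s read for potentiation.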
D2 agonist: agonists of human D2 dopamine receptor; P14416; HEK293 T-REx D2 cells, calcium flux agonist mode; activation, % at 2 µM; 0.53% of 340,000 active;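 active = activation over 3 SD above normal in the single-dose calcium agonist read, cut at about 30% in these data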; note: 0% is about no effect
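In this primary screen, compounds producing a positive calcium signal within 180 s of addition to tetracycline-induced, force-coupled HEK293 Trex D2 cells are flagged; cells are dye-loaded with a no-wash calcium kit beforehand.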
D1 antag: human D1 dopamine receptor antagonism | AID 504652 | activity change, negative = inhibition, % at 10 µM | 3.2% of 360,000 active | P21728 | HEK293 TREx D1 cells, calcium flux, dopamine EC80; stronger effect = lower value; in the data active = activity change below about -30%; note: % is set by controls: 0 for no effect and ±100 for the full control effect
Target sequence (P21728 whole entry, looked up): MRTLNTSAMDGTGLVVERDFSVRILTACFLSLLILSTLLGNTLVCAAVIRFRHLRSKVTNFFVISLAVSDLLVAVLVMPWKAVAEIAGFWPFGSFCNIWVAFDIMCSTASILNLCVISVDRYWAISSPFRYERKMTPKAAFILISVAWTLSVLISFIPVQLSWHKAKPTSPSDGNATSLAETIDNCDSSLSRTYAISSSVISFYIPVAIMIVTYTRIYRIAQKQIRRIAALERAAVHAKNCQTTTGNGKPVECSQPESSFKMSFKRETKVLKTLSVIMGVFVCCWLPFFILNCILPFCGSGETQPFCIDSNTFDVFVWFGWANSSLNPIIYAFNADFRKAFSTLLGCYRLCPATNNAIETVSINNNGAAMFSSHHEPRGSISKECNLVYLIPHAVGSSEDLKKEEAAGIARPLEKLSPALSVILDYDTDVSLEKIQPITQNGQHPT
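HEK293 T-REx cells expressing inducible, force-coupled D1 receptor; no-wash Ca dye, 30–90 min RT. Cmpd → 180 s read at 1 Hz → EC80 DA → 180 s read.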
RXFP1 agonist: RXFP1 (human) receptor agonism; Potency, µM (doses to about 57.5 µM), without a hit: at the top dose activation, usual class: activators; Q9HBX9; 0.3% of 370,000 active; HEK293T-RXFP1 cAMP TR-FRET, 30 min; response scale: percent of porcine relaxin response, buffer zero; AID 2676; active = well fitted activation curve with a large enough effect; note: potency is the fitted concentration of half-maximal effect; % is set by controls: 0 for no effect and ±100 for the full control effect; nearly all actives have a fitted effect of over 60% in size; many of its hits are not listed in these tables
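HEK293T cells stably expressing RXFP1 were pretreated with the PDE4 inhibitor Ro 20174, exposed to compounds for 30 min at 37C, lysed, and cAMP was read by TR-FRET. Data normalized to buffer (basal) and 29 nM porcine relaxin (100%).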
D1 potentiator: potentiators of human D1 dopamine receptor. P21728. HEK293 TREx D1 cells, calcium flux, dopamine EC20 potentiation. potentiation, % at 10 µM. 0.036% of 360,000 active; in the data active = potentiation above about 30%; note: 0% is about no effect
TRHR enhancer: TRH receptor (human) allosteric enhancement | enhancement, % at 2 µM | AID 493056 | TRHR cells, fluo-8 calcium fluorescence, EC20 TRH enhancement | P34981 | 0.66% of 360,000 active; in the data active = enhancement above about 30%; note: 0% is about no effect
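TRHR-expressing cells loaded with fluo-8 calcium dye were read kinetically (ex 480/em 530) during compound addition, then stimulated with an EC20 of TRH (10 nM final). Enhancement of the Gq-mediated intracellular calcium response was scored.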
D2 antag: antagonists of human D2 dopamine receptor; P14416; HEK293 TREx D2 cells, calcium flux, dopamine EC80; inhibition, % at 10 µM; 2% of 340,000 active; AID 485344; in the data active = inhibition above about 30%; note: 0% is about no effect
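Inhibition of EC80 dopamine-driven calcium flux, recorded kinetically, defines activity here; cells are a tetracycline-induced HEK293 T-REx line expressing force-coupled D2.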
D1 agonist: activates the human D1 dopamine receptor; P21728; HEK293 T-REx D1 cells, calcium flux, agonist mode; activation, % at 2 µM; 1% of 360,000 active; AID 504660; in the data active = activation above about 30%; note: 0% is about no effect
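Tetracycline-induced HEK293 TREx D1 cells, force-coupled to calcium signalling, were dye-loaded with a no-wash calcium kit. Compound was pin-added after a 10 s baseline. Fluorescence was read kinetically at 1 cycle/s for 180 s, with calcium rises flagged as agonism.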
RXFP1 antag: antagonists of human relaxin receptor RXFP1; 0.59% of 350,000 active; HEK293-RXFP1, relaxin-stimulated cAMP HTRF, 30 min; stronger effect = lower value; activity change, negative = inhibition, % at 57.5 µM;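 active = activity change of -60% or lower, but not beyond a set lower limit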; note: % is set by controls: 0 for no effect and ±100 for the full control effect
An asterisk follows results filed as active; · = not tested or not shown; & = joins results of further samples.

No.	Molecule	D2 potentiator	D2 agonist	D1 antag	RXFP1 agonist	D1 potentiator	TRHR enhancer	D2 antag	D1 agonist	RXFP1 antag
1	COc1ccc(NC(=S)NNC(=O)Cn2nc(C(F)F)cc2C(F)F)cc1	-1	·	23	5.0%	-5	-4	·	0	7
2	O=C(COc1ccccc1)Nc1cccc(-c2nc3cc4ccccc4cc3[nH]2)c1	-10	-0.2	-11	-1.0%	-4	1	-10	5	-3
3	Cc1ccc(NC(=O)C(C)Sc2nc(-c3ccccc3)cc(=O)[nH]2)cc1 (configuration not stated)	-1	-0.6	1	-2.8%	-7	1	36*	2	-13
4	Cc1ccccc1NC(=O)CCn1nc(-c2ccc(Cl)cc2)c2ccccc2c1=O	14	-0.2	0	0.3%	-2	37*	·	4	-8
5	CCOC(=O)c1cccc(NC(=O)NC2COc3ccccc3C2)c1 (configuration not stated)	·	0.4	-9	1.6%	0	3	·	5	-14
6	COc1cc(C2C(C(=O)c3ccco3)=C(O)C(=O)N2c2cc(C)on2)cc(Br)c1O (configuration not stated)	1	0.4	15	0.0%	-8	5	-5	2	-6
7	CCOC(=O)c1c(-c2ccccc2)oc2ccc(O)cc12	-9	1.8	7	1.0%	3	-5	11	2	-10
8	COc1ccc(C(=O)Oc2ccc3c(c2)OCO3)cc1OC	0	4.7	9	3.3%	-6	-1	10	6	-2
9	CN(c1ccccc1C(=O)Nc1cccc([N+](=O)[O-])c1)S(=O)(=O)c1ccccc1	9	-2.3	5	0.5%	-4	-7	-13	10	6
10	CCC(C)NC(=O)c1ccc2c(c1)S(=O)(=O)c1ccccc1C2=O (configuration not stated)	-5	0.8	16	4.7%	-2	-4	-33	7	-12
11	O=C(O)c1ccc(N2CC3CC(C2)c2cccc(=O)n2C3)c(NS(=O)(=O)c2cccc(C(F)(F)F)c2)c1 (configuration not stated)	-5	0.4	12	-1.1%	0	12	-11	1	-4
12	CCOc1ccc(-c2nonc2NC(=O)c2ccco2)cc1OCC	-10&-2	0.3&-0.4	-15&-14	0.0%&0.5%	4&0	8&4	3	1&1	-8&0
13	CCc1c(C)sc(NC(=O)c2cc(-c3ccc(O)cc3)on2)c1C#N	7	0.6	1	5.7%	0	-9	-14	0	-3
14	CC(=O)c1ccc(NC(=O)C(C)N2CCN(C/C=C/c3ccccc3)CC2)cc1 (configuration not stated)	-14	20	-17	-0.7%	-6	-3	47*	5	-24
15	COc1ccc(C2(O)CC3CCC(C2)N3c2nc(C)cc(C)c2C#N)cc1 (configuration not stated)	13	-0.7	-6	3.4%	-3	-9	-20	12	-18
16	CC1CCCCC1NC(=O)c1cc(S(=O)(=O)N2CCCCC2)ccc1N1CCOCC1 (configuration not stated)	-17	-1.2	12	4.9%	-1	-8	5	0	4
17	O=C(NCCN1CCOCC1)c1ccccc1Cl	-6	1.7	14	0.5%	-5	3	-14	2	2
18	CCCCC1CCC(c2ccc(C(N)=O)cc2)CC1 (configuration not stated)	-10	0.5	-6	-0.3%	2	4	3	3	12
19	Cc1cc(OCC(=O)NCC2(N(C)C)CCCCC2)cc(C)c1Cl	-15	0.7	2	0.6%	1	0	·	9	·
20	Cc1ccc(C(=O)CCC(=O)NCc2ccc(Cl)cc2)cc1	3	-1.4	-8	0.2%	·	-7	10	1	2
21	COc1ccc(C2CC(c3ccc(OC)cc3)n3nc(N)nc3N2)cc1 (configuration not stated)	0	-0.2	11	0.8%	-11	6	3	4	11
22	O=c1cc(N2CCc3ccccc32)[nH]c(=O)n1-c1ccccc1	22	-0.6	21	1.1%	-7	7	6	-1	-4
23	N#Cc1ccc(NC(=O)N2CCC(c3nc4c(nnn4Cc4cccc(Cl)c4)c(=O)[nH]3)CC2)cc1	2	-0.4	-4	0.1%	-4	-12	2	1	-3
24	CS(=O)(=O)c1ccccc1C(=O)Nc1nc2ccccc2[nH]1	-4	-0.1	6	-0.3%	2	5	-14	2	-16
25	O=C(CCCn1c(=O)[nH]c2ccsc2c1=O)N1CCN(c2ccc(Cl)cc2)CC1	24	-0.1	-3	-0.9%	1	23	·	0	·
26	CCOC(=O)CNC(=O)c1cccs1	·	·	2	-3.4%	-4	0	·	-1	-1
27	COc1cc(C=O)ccc1OCCCOc1ccccc1[N+](=O)[O-]	2	-1.0	-13	3.4%	-4	14	-25	12	-1
28	O=C1C=C(Nc2ccc(Cl)cc2)CC(c2ccc(Cl)cc2)C1 (configuration not stated)	28	-1.9	-13	0.1%	-1	7	48*	-2	-5
29	O=C(CN1CCOCC1)Nc1cc(C(F)(F)F)ccc1Cl	-4	0.3	1	-0.5%	-3	-2	8	3	10
30	Cc1c(-n2c(-c3ccccc3Cl)n[nH]c2=S)c(=O)n(-c2ccccc2)n1C	1	0.7	-8	-2.6%	0	-4	8	2	13

Record cards, as listed above.
Shown for `CCOC(=O)c1cccc(NC(=O)NC2COc3ccccc3C2)c1` (configuration not stated) : D2 potentiator = ·; D2 agonist = 0.4; D1 antag = -9; RXFP1 agonist = 1.6%; D1 potentiator = 0; TRHR enhancer = 3; D2 antag = ·; D1 agonist = 5; RXFP1 antag = -14
Shown for `CC(=O)c1ccc(NC(=O)C(C)N2CCN(C/C=C/c3ccccc3)CC2)cc1` (configuration not stated) : D2 potentiator = -14; D2 agonist = 20; D1 antag = -17; RXFP1 agonist = -0.7%; D1 potentiator = -6; TRHR enhancer = -3; D2 antag = 47*; D1 agonist = 5; RXFP1 antag = -24
Shown for `O=C1C=C(Nc2ccc(Cl)cc2)CC(c2ccc(Cl)cc2)C1` (configuration not stated) : D2 potentiator = 28; D2 agonist = -1.9; D1 antag = -13; RXFP1 agonist = 0.1%; D1 potentiator = -1; TRHR enhancer = 7; D2 antag = 48*; D1 agonist = -2; RXFP1 antag = -5

Other records follow:
No.	Molecule	D2 potentiator	D2 agonist	D1 antag	RXFP1 agonist	D1 potentiator	TRHR enhancer	D2 antag	D1 agonist	RXFP1 antag
31	CC1(C)Cc2c(cnn2-c2cccc(F)c2)C(NC(=O)c2ccc[n+]([O-])c2)C1 (configuration not stated)	-3	-0.4	-23	2.3%	-1	31*	5	1	-6
32	Cc1ccc(NC(=O)C2CCCN(S(=O)(=O)c3c(C)noc3C)C2)cc1F (configuration not stated)	-7	0.5	2	1.1%	-8	4	-6	2	0
33	C=C(C)COc1ccc(-c2nc(N)ncc2Oc2ccccc2OCC)c(O)c1	23	-1.1	21	2.8%	-1	6	3	3	14
34	O=C(N/N=C\c1ccc(Sc2ccccn2)o1)c1cccc(F)c1	-10	-0.2	-16	-0.2%	2	-3	-6	1	8
35	O=C(Cn1cc(/C=N/NC(=O)c2cccc3ccccc23)c2ccccc21)Nc1ccc(F)cc1	9	-0.7	7	0.7%	-6	3	-1	2	-12
36	Cc1cccc(CCNC(=O)c2cccc(N3CCCC3=O)c2)c1	11	0.3	-9	0.7%	-3	-1	8	1	-12
37	CC(C)(C)c1nc2ccccc2c(=O)n1N1C(=O)c2ccccc2C1=O	5	-0.5	-1	-1.1%	-3	-30	17	3	-17
38	FC(F)(F)c1nnc2ccc(-n3ccnc3)nn12	17	-2.1	7	0.5%	3	-2	20	3	·
39	CCN(CC)S(=O)(=O)c1ccc2nc(NC(=O)c3ccccc3OC)sc2c1	9	-0.6	-13	23%	-4	2	·	3	-2
40	COc1ccc(CNC(=O)C2CC(c3cccc([N+](=O)[O-])c3)=NO2)cc1 (configuration not stated)	-3	-0.2	-7	-0.2%	-4	-8	-3	17	·
41	CNC(=O)c1sc(-c2cccnc2)nc1C	5	-0.8	20	1.0%	-5	5	0	6	5
42	O=C(Cc1ccc([N+](=O)[O-])cc1)Nc1ccc2c(c1)OCO2	-4	-1.0	0	-2.7%	-13	5	-23	2	-4
43	Cc1ccc(N2CCN(S(=O)(=O)c3ccc(F)c(C(=O)Nc4ccc(Cl)cc4Cl)c3)CC2C)cc1 (configuration not stated)	-11	0.5	18	-1.5%	0	-7	·	0	-11
44	Cn1c(=N)n(CC(=O)O)c2ccccc21	-3	2.3	-11	0.6%	5	0	14	7	-7
45	CN(C)/C=C/C(=O)c1ccc2noc(-c3ccc(F)cc3)c2c1	3	-1.8	2	1.6%	0	1	3	3	-8
46	CC1(C)CC(=O)C(C=NCC(N)=O)=C(O)C1	6	-0.5	9	1.0%	4	9	15	6	-3
47	CCn1c(SCc2ccc(C#N)cc2)nnc1-c1ccc(S(=O)(=O)N2CCCCC2)cc1	3	0.3	-16	-1.9%	-15	-9	4	25	-7
48	Cc1cc2cc(CCNC(=O)c3ccc(S(=O)(=O)N4CCCC4)cc3)c(=O)[nH]c2cc1C	6	-2.1	-20	0.0%	-1	7	-3	5	-31
49	CCOc1ccc(Nc2nc3cc(Cl)c(Cl)cc3nc2-n2nc(C)cc2C)cc1	2	0.4	-2	5.6%	5	9	·	0	-1
50	CCC(CC)c1nnc(NC(=O)c2c(C)nn(Cc3ccccc3Cl)c2C)s1	2	3.2	12	0.4%	6	1	6	26	-14
51	CSc1ccc(CNC(=O)Cn2nc(N3CCN(c4ccccc4)CC3)ccc2=O)cc1	-3	0.2	-3	3.3%	2	-9	·	1	-6
52	NC(=O)COC(=O)CC12CC3CC(CC(Br)(C3)C1)C2	4	1.6	·	0.1%	-4	12	-17	0	0

Results in D2 antag and RXFP1 agonist, for some of the entries so far:
cpd | SMILES | D2 antag | RXFP1 agonist
49 | CCOc1ccc(Nc2nc3cc(Cl)c(Cl)cc3nc2-n2nc(C)cc2C)cc1 | · | 5.6%
50 | CCC(CC)c1nnc(NC(=O)c2c(C)nn(Cc3ccccc3Cl)c2C)s1 | 6 | 0.4%

An excerpt; count on the stated rates, not on these rows.
